# From PubChem BioAssay
# Mtb UGM inh: blocks M. tuberculosis UGM enzyme. P9WIQ1. purified UGM, fluorescence polarization probe displacement. inhibition, % at 10 µM. 320,000 compounds, 0.06% hits; in the data active = inhibition above about 10%, passing the limit was not always enough; inconclusive = no clear call, values can overlap the other calls
# Target sequence (P9WIQ1 whole entry, looked up): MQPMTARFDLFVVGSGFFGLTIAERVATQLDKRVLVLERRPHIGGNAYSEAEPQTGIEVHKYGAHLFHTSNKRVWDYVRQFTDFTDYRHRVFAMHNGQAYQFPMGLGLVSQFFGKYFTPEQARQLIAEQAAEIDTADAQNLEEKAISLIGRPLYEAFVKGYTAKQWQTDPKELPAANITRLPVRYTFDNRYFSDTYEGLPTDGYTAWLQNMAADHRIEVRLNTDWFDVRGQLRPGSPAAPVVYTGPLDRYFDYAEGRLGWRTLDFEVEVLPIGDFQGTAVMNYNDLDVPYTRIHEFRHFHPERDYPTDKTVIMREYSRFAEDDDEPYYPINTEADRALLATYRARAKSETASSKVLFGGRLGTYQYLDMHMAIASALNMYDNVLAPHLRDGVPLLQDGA
# PfHsp40 yeast: compounds rescuing yeast from Plasmodium falciparum HSP40 toxicity; growth rescue, % at 12.5 µM; S. cerevisiae expressing PfHsp40, growth rescue, ATP luminescence; 340,000 compounds, 0.68% hits; in the data active = growth rescue above about 28%, passing the limit was not always enough; inconclusive = no clear call, values can overlap the other calls;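 note: yeast W303a lacking pdr1 and pdr3 grown in galactose medium; growth measured after three days at 30 °C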
# FadD28 binding: inhibitors of Mycobacterium tuberculosis FadD28 bisubstrate binding. FadD28 bisubstrate probe binding, fluorescence polarization. 360,000 compounds, 0.22% hits. AID 588549. inhibition, % at 12.5 µM; in the data active = inhibition above about 8.5%, passing the limit was not always enough; inconclusive = no clear call, values can overlap the other calls
# Yp Topo-I inh: blocks Yersinia pestis topoisomerase I activity; Y. pestis Topo-I cleavage product accumulation, plate reader; activity, % at 10 µM; 360,000 compounds, 0.064% hits; in the data active = activity above about 50%, passing the limit was not always enough; inconclusive = no clear call, values can overlap the other calls; note: inactives centre near 2
# FBA Mtb inh: inhibitors of M. tuberculosis fructose-bisphosphate aldolase. P9WQA3. purified M. tuberculosis FBA, fluorescence read-out. inhibition, % at 1 µM. 360,000 compounds, 2.3% hits. AID 588726; in the data active = inhibition above about 27%;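 note: 0% = vehicle and 100% = reference inhibitor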
# Target sequence (P9WQA3 whole entry, looked up): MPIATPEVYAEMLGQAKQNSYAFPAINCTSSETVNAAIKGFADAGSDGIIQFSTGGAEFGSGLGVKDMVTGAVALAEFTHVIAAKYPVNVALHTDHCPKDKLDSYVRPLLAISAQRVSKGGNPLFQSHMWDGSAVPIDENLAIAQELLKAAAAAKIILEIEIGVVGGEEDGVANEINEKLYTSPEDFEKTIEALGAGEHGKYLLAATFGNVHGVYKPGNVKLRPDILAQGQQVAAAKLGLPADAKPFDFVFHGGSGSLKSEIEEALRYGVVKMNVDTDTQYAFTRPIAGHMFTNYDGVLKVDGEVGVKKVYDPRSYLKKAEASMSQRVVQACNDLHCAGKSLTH
# TcdB GH inh: TcdB glycohydrolase inhibition; P18177; TcdB glycohydrolase enzymatic assay, plate reader; inhibition, % at 9.99 µM; 350,000 compounds, 0.24% hits; AID 652162; in the data active = inhibition above about 10%
# Mtb BioA inh: inhibitors of Mycobacterium tuberculosis BioA enzyme; purified M. tuberculosis BioA enzyme, plate reader; inhibition, % at 9.99 µM; 360,000 compounds, 0.096% hits; AID 602481; in the data active = inhibition above about 40%; inconclusive = no clear call, values can overlap the other calls
# BH1578 lux ind: quorum light induction in luxS cqsA deficient V. cholerae | 350,000 compounds, 0.16% hits | AID 588436 | V. cholerae BH1578 lux reporter, luminescence, 6 h | activation, % at 18.7 µM; in the data active = activation mostly above about 9.7%, no sharp cut-off; inconclusive = no clear call, values can overlap the other calls; inactive = mostly below about 3.7%; note: not every result past the cut was called active; inactives centre near 0; reference of the scale not given here
# GDH-TPI inh: GDH-TPI coupled enzyme inhibition counter-screen. inhibition, % at 4.8 µM. GDH-TPI coupled enzyme counterscreen, NADH absorbance. 360,000 compounds, 1.2% hits; in the data active = inhibition above about 30%;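 note: 0% = DMSO wells and 100% = wells lacking the enzyme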
# * marks the source's active call; other numbers are inactive results; i = inactive; ? = inconclusive; . = not tested or not shown.
SMILES,Mtb UGM inh,PfHsp40 yeast,FadD28 binding,Yp Topo-I inh,FBA Mtb inh,TcdB GH inh,Mtb BioA inh,BH1578 lux ind,GDH-TPI inh
CCOC(=O)C(=O)N(C)c1c(CC)nc2c(OCc3cccc(Cl)c3)cccn12,.,.,-3.7,32,2,0.3,4.3,i,-10
CCN1CCN(C(=O)NC2CC(=O)N(c3ccc(OC)cc3)C2)CC1 (stereo unspecified),-4.6,-1.9,-2.0,9,8,0.3,.,i,-5
Cc1oc(/N=C/c2ccc(Cl)cc2)c(C#N)c1C,0.0,-0.6,-2.6,-8,0,.,-2.1,-1.0,5
COc1ccc(OC)c(/C=C/C(=O)Nc2cccc(S(=O)(=O)NC3=NCCCCC3)c2)c1,-0.1,-0.8,-2.1,6,20,1.4,-0.7,0.6,0
CCN(c1ccccc1)S(=O)(=O)c1ccc(Oc2ccc([N+](=O)[O-])cc2)nc1,2.7,0.8,-0.1,27,-2,0.9,-1.8,i,1
CN1CCN(C(=O)CSc2ccc(C(F)(F)F)cc2[N+](=O)[O-])CC1,3.8,-2.0,-0.8,7,0,.,.,-0.4,0
O=C(CSc1n[nH]c(-c2ccccn2)n1)Nc1cccc(Cl)c1,1.7,-0.9,0.2,5,5,-0.5,0.6,1.6,1
Cc1ccc(CNC(=O)[C@H](C)[C@H]2C[C@]2(C)[C@H](NC(=O)OCc2ccccc2)c2ccccc2)o1,-5.2,-0.5,-1.5,24,3,.,-0.2,i,5
C/C=C(\C)C(=O)NCCN1C2=NC[C@@H](Cc3ccccc3)N2C[C@H]1Cc1ccc(O)cc1,-0.4,-0.7,-3.2,5,-2,0.4,-0.6,i,6
CCC(=O)c1ccc(OCC(=O)Nc2ccc(N3CCOCC3)cc2N2CCOCC2)cc1,-2.4,-0.3,-3.5,4,1,-0.4,0.2,i,-3
C/C(=N\NC(=O)c1cccnc1)c1ccccc1,0.0,-1.1,-2.4,-4,-1,-4.3,4.1,-2.1,3
O=C(NCCN1C(=O)S/C(=C\c2ccccc2Cl)C1=O)C1=COCCO1,-3.7,0.2,-1.2,18,2,-0.1,1.8,-1.1,20
COc1ccccc1Cc1c(-c2ccc(C#N)cc2)nc2ccc(Br)cn12,.,.,-3.4,.,1,1.8,-1.6,.,.
O=S1(=O)N=C2CCCCCN2C(c2ccc(Br)cc2)N1 (stereo unspecified),0.5,-0.2,-3.3,2,5,0.8,.,-0.4,0
Cc1ccc(NC(=O)CN(C)C(=O)c2cccc(Br)c2)cc1,-2.4,0.1,-1.6,7,0,-2.0,-2.5,-1.3,-7
N#CC1(NC(=O)CSc2nnc(C3CC3)n2N)CCCCC1,.,.,-0.5,-8,4,-0.7,-4.0,-1.3,7
O=C(NCc1n[nH]c(=S)n1Cc1ccccc1)c1ccccc1,-0.3,-1.6,1.2,4,9,1.9,.,-1.6,-5
CC(C)C(=O)Nc1cccc(C(=O)Nc2cc([N+](=O)[O-])ccc2F)c1,2.0,-1.3,-4.6,-13,0,0.4,.,1.1,-8
Cc1ccc(N2CCN(C(=O)c3cccc([N+](=O)[O-])c3)CC2)cc1Cl,1.5,2.6,0.4,36,-1,0.2,1.4,i,-3
COCCCNC(=O)Cc1c(C)c2cc3c(cc2oc1=O)OC(C)(C)CC3,2.1,1.5,-2.5,-2,192*,0.9,0.5,0.6,11

# For reference, 14 of the compounds above.
SMILES,Mtb UGM inh,PfHsp40 yeast,FadD28 binding,Yp Topo-I inh,FBA Mtb inh,TcdB GH inh,Mtb BioA inh,BH1578 lux ind,GDH-TPI inh
CCN(c1ccccc1)S(=O)(=O)c1ccc(Oc2ccc([N+](=O)[O-])cc2)nc1,2.7,0.8,-0.1,27,-2,0.9,-1.8,i,1
CN1CCN(C(=O)CSc2ccc(C(F)(F)F)cc2[N+](=O)[O-])CC1,3.8,-2.0,-0.8,7,0,.,.,-0.4,0
O=C(CSc1n[nH]c(-c2ccccn2)n1)Nc1cccc(Cl)c1,1.7,-0.9,0.2,5,5,-0.5,0.6,1.6,1
Cc1ccc(CNC(=O)[C@H](C)[C@H]2C[C@]2(C)[C@H](NC(=O)OCc2ccccc2)c2ccccc2)o1,-5.2,-0.5,-1.5,24,3,.,-0.2,i,5
C/C=C(\C)C(=O)NCCN1C2=NC[C@@H](Cc3ccccc3)N2C[C@H]1Cc1ccc(O)cc1,-0.4,-0.7,-3.2,5,-2,0.4,-0.6,i,6
CCC(=O)c1ccc(OCC(=O)Nc2ccc(N3CCOCC3)cc2N2CCOCC2)cc1,-2.4,-0.3,-3.5,4,1,-0.4,0.2,i,-3
C/C(=N\NC(=O)c1cccnc1)c1ccccc1,0.0,-1.1,-2.4,-4,-1,-4.3,4.1,-2.1,3
O=C(NCCN1C(=O)S/C(=C\c2ccccc2Cl)C1=O)C1=COCCO1,-3.7,0.2,-1.2,18,2,-0.1,1.8,-1.1,20
COc1ccccc1Cc1c(-c2ccc(C#N)cc2)nc2ccc(Br)cn12,.,.,-3.4,.,1,1.8,-1.6,.,.
O=S1(=O)N=C2CCCCCN2C(c2ccc(Br)cc2)N1 (stereo unspecified),0.5,-0.2,-3.3,2,5,0.8,.,-0.4,0
Cc1ccc(NC(=O)CN(C)C(=O)c2cccc(Br)c2)cc1,-2.4,0.1,-1.6,7,0,-2.0,-2.5,-1.3,-7
N#CC1(NC(=O)CSc2nnc(C3CC3)n2N)CCCCC1,.,.,-0.5,-8,4,-0.7,-4.0,-1.3,7
O=C(NCc1n[nH]c(=S)n1Cc1ccccc1)c1ccccc1,-0.3,-1.6,1.2,4,9,1.9,.,-1.6,-5
CC(C)C(=O)Nc1cccc(C(=O)Nc2cc([N+](=O)[O-])ccc2F)c1,2.0,-1.3,-4.6,-13,0,0.4,.,1.1,-8

# Following part.
SMILES,Mtb UGM inh,PfHsp40 yeast,FadD28 binding,Yp Topo-I inh,FBA Mtb inh,TcdB GH inh,Mtb BioA inh,BH1578 lux ind,GDH-TPI inh
CCc1ccc(C2CC(c3ccc(Cl)cc3)n3nc(N)nc3N2)cc1 (stereo unspecified),0.3,3.3,-3.7,8,1,2.0,-0.8,-0.1,-3
COC(=O)c1nn(-c2ccccc2)c2nnc(Cc3ccc(C)cc3)c(=O)n12,1.0,0.3,1.5,-1,5,.,.,0.9,-1
CSCCC(NC(N)=O)C(=O)Nc1cccc(S(=O)(=O)N2CCOCC2)c1 (stereo unspecified),1.5,0.1,0.1,3,0,-0.2,.,-0.5,9
Nc1n[nH]c2c1C1(CCCCC1)Cc1ccccc1-2,-0.8,1.1,-3.0,1,-1,.,-0.6,-0.4,-10
c1ccc(CN2CCC(Nc3nc(-c4cccs4)nc4ccccc34)CC2)cc1,-3.4,-0.9,-7.0,-30,3,1.7,.,i,3
CCCCNC(=O)CN1C(=O)CSc2ccc(S(=O)(=O)N3CCOCC3)cc21,.,.,-3.3,4,-3,0.2,1.5,-0.3,-10
O=C(CCN1C(=O)COc2ccccc21)NCCN1CCN(c2cccc(Cl)c2)CC1,1.1,0.1,-0.3,30,2,.,-0.2,i,4
COc1ccc(C(=O)COC(=O)CNS(=O)(=O)c2ccc(C)cc2)cc1,-5.4,0.4,?,-3,0,0.4,0.9,-0.2,11
CCOC(=O)CNC(=O)N1Cc2ccc(Br)cc2-n2nncc2C1,.,.,1.0,.,3,-10,-3.7,.,.
COCCNC(=O)C1(C)CCN(Cc2noc(-c3c(C)noc3C)n2)C1 (stereo unspecified),.,.,-4.4,5,-2,.,-2.3,i,-3
NS(=O)(=O)c1ccc(CCNC(=O)C2CCN(S(=O)(=O)c3cnc[nH]3)CC2)cc1,1.3,0.6,-0.7,-2,5,1.0,-0.9,i,7
CCCCCCCCC[n+]1cccc2c3ccccc3ccc21,-1.9,0.9,-5.9,29,26,.,.,i,-2
CCN1C(N(C)CCc2c[nH]c3ccccc23)=N[C@@H](c2cccc(C(F)(F)F)c2)C(C(=O)OC)=C1C,-0.1,0.4,-4.0,-10,8,.,-0.1,-0.6,1
Cc1ccc(C(=O)COC(=O)C(C)N2C(=O)C3C4CCC(C4)C3C2=O)cc1C (stereo unspecified),-0.7,0.3,.,35,-1,-0.3,-0.8,-0.3,4
Cn1c(=O)c2cc(NC(=O)NCCc3cccs3)ccc2n1Cc1cccc(C(F)(F)F)c1,.,.,0.3,27,141*,0.2,-0.5,-0.4,0
CC1CCc2c(sc(NC(=O)c3cccn3C)c2C(N)=O)C1 (stereo unspecified),1.4,-0.6,0.8,-6,4,0.1,-1.7,0.9,22
O=C(CN1CCN(c2ccc(Cl)cc2)CC1)Nc1ccc(F)cc1,0.0,-0.5,-1.2,7,-2,.,3.2,i,7
CC(C)(C)C(=O)Nc1ccc(-c2nc3ccccc3c(=O)o2)cc1,1.6,0.6,-2.3,-4,3,-1.9,0.5,i,9
OCCNC1=NCCN1,4.6,-0.9,-2.0,-5,4,.,1.2,i,-5
COc1ccc(-c2cc(C(=O)N3CC(C)CC(C)C3)c3ccccc3n2)cc1OC (stereo unspecified),.,1.6,-1.6,26,13,1.6,.,-0.6,17
COc1ccc(OC)c(NC(=O)CN(Cc2ccccc2)S(C)(=O)=O)c1,-0.8,0.3,-1.2,-4,1,-0.8,.,i,3
C=CCNc1ncnc2c1ncn2[C@H]1CN(Cc2ccc(F)cc2)C[C@@H](CO)O1,.,.,-0.7,6,0,-3.8,-0.7,i,4
Cc1ccc(OCCCN2CCCC2)c(C)c1,1.2,-0.7,0.2,-2,-2,.,-2.0,i,-8
COC(=O)Nc1nnc(-c2ccccc2Cl)s1,-0.6,0.6,-4.1,-2,48*,.,-1.5,-0.7,2
CCOCCOC(=O)C(C)Oc1ccc(Oc2nc(Cl)ccc2Cl)cc1 (stereo unspecified),6.1,-0.5,0.3,37,-1,-0.3,.,-0.2,-1
CC(C)OCCCNC(=O)NC(=O)c1ccc(Cl)cc1,-2.1,-0.7,-2.3,-1,0,0.4,.,-3.6,-1
COC(=O)c1cc(NC(=O)C2COc3ccccc3O2)ccc1Cl (stereo unspecified),1.0,2.1,-1.1,7,3,.,5.9,-1.2,1
COc1ccc(N2CCN(CCNS(=O)(=O)c3ccc(C)cc3)CC2)cc1,1.3,-4.4,-2.0,-3,3,0.7,-1.5,i,4
Cc1ccc(C(=O)N(c2c(C)n(C)n(-c3ccccc3)c2=O)C(C)C)cc1,-2.2,-0.2,-2.8,-5,-1,0.8,1.3,1.7,1
COC(=O)c1cn(CCOc2ccccc2)c2ccccc12,0.2,4.3,-1.8,21,-1,.,.,i,1
CC1CCN(S(=O)(=O)c2ccc(NC(=O)c3ccncc3)cc2)CC1,-1.8,2.6,-5.5,19,-1,2.0,-0.9,-1.7,5
COc1ccc(-c2nn(CCC#N)cc2C(=O)Nc2cccc(C(=O)O)c2)cc1OC,5.6,-1.2,-2.8,6,2,0.2,-0.5,1.5,-6
CCC(CCC(=O)NNC(=O)Cc1ccc([N+](=O)[O-])cc1)C(=O)O (stereo unspecified),2.8,-1.0,-2.7,-10,0,0.0,0.6,-0.5,3
Cc1ccc(C(C)C)c(OCc2ccc(-c3nnco3)cc2)c1,-2.5,-0.7,-4.3,29,-1,.,-1.1,i,-5
COc1ccc(NC(=O)c2cc3c(s2)CCC3)cc1S(=O)(=O)N1CCOCC1,1.9,0.1,-2.6,34,-1,.,11,6.7,11
NC(=O)c1ccc(NC(=O)COC(=O)CCC(=O)c2ccc(Cl)cc2)cc1,-1.4,-0.6,-4.1,6,1,-0.2,.,2.0,9
